Shn3 inh set2: reduces Shn3 3'UTR luciferase signal in osteoblasts. inhibition, % at 12.5 µM. hit rate 0.52% among 360,000. AID 588674. Clone20 osteoblast Shn3 3'UTR firefly luciferase, 24 h;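 active = mean inhibition of at least 75% with every replicate also reaching 75%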;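 also: 0% = median of neutral control wells and 100% = pilot-screen positive control compound; some compounds past the cut are filed as inactive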
TROY NFkB inh: blocks TROY-dependent signaling in reporter cells; Q293 LMP1-TROYcd NF-kB luciferase reporter, 4 h; inhibition, % at 10 µM; hit rate 0.98% among 360,000;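 active = compounds whose plate-normalised and pattern-corrected inhibition of the luciferase reporter signal at the single screening dose is 50% or more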
NR5A2 inv ag: NR5A2 inverse agonism in reporter assay. O00482. HEK293T StAR-luciferase reporter, LRH-1 transfected, 24 h. inhibition, % at 3.6 µM. hit rate 0.13% among 360,000;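 active = inhibition above the mean inhibition of all tested compounds plus 3 SD, cut at about 73% in these data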;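 also: 0% = DMSO wells and 100% = reporter-only cells lacking LRH-1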
TWEAK Fn14 block: inhibitors of TWEAK-Fn14 interaction signaling; TWEAK-stimulated Fn14 reporter cells, luciferase luminescence, 8 h; inhibition, % at 10 µM; hit rate 2% among 360,000; AID 1159606; in the data active = inhibition above about 50%
SRC3 inh: human NCOA3 inhibition; Q9Y6Q9; HEK293 GAL4-SRC3 luciferase reporter, luminescence; inhibition, % at 3.6 µM; hit rate 0.17% among 360,000;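 active = inhibition above a per-campaign cutoff, the mean of all compounds plus 3 SD, cut at about 60% in these data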;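 also: 0% = DMSO-treated cells and 100% = gossypol-treated cells at 36 µM; higher means less SRC3-driven luciferase light from the GAL4 reporter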
Target sequence (Q9Y6Q9 whole entry, looked up, the tested form may be a part): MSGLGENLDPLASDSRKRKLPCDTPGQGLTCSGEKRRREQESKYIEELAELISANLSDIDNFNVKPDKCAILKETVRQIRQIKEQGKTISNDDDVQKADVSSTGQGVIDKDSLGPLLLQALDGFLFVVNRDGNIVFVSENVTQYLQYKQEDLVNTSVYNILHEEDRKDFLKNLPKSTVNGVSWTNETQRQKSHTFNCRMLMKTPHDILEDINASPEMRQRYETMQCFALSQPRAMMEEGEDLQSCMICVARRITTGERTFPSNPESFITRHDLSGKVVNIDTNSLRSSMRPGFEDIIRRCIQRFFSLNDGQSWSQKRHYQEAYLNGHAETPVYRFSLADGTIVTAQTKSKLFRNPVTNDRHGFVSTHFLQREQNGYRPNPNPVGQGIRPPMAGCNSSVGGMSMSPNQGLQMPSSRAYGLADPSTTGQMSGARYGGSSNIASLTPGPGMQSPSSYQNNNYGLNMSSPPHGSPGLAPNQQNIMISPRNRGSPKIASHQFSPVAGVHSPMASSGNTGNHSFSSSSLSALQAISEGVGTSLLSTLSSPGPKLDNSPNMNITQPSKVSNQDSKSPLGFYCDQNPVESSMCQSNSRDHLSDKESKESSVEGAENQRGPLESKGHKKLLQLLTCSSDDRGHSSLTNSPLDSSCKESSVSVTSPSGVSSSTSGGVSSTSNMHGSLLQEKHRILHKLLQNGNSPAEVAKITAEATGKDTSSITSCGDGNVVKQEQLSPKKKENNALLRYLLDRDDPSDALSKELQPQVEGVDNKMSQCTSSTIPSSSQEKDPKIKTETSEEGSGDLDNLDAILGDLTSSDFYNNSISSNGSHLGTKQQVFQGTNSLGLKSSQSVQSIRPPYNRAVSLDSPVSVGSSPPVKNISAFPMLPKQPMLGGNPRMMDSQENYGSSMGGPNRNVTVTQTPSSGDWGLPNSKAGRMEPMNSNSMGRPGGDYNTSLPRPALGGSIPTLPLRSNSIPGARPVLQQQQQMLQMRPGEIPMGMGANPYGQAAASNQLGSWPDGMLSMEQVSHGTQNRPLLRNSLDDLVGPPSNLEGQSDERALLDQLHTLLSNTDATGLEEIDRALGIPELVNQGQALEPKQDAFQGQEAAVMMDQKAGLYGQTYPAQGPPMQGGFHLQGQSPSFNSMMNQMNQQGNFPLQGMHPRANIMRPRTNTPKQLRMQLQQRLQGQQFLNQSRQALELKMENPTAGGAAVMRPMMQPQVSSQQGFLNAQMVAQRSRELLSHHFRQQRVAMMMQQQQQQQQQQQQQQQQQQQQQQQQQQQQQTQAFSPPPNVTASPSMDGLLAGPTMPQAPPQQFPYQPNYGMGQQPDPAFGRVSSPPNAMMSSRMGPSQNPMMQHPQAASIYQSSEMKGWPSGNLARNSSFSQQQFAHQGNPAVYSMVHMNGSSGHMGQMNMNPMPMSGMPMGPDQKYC
LMP1 NFkB inh: reduces LMP1-driven NF-kappaB luciferase signal; LMP1-induced NF-kappaB luciferase reporter cells, luminescence; inhibition, % at 12.5 µM; hit rate 0.69% among 350,000; AID 504558; in the data active = inhibition above about 41%;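 also: 0% = neutral control wells and 100% = reference inhibitor control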
KKLEB tox: CF airway cell cytotoxicity counter-screen; KKLEB CF airway cells viability, ATPlite luminescence, overnight; stronger effect = lower value; cells stimulated with P. aeruginosa culture filtrate; activity change (cytotoxicity), % at 5 µM; hit rate 0.36% among 360,000; AID 602141;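 active = corrected activity change at or below -50% at 5 µM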
COUP-TFII inh: blocks human COUP-TFII nuclear receptor; HEK293T NGFI-A luciferase reporter, luminescence; hit rate 0.7% among 370,000; AID 686940; inhibition, % at 8.6 µM; P24468;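 active = inhibition above a per-plate cutoff, mean inhibition of test wells between control levels plus 3 SD, cut at about 38% in these data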;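 also: cells cotransfected with COUP-TFII expression vector driving the NGFI-A reporter; 0% = median of COUP-TF2 test wells and 100% = reporter-only cells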
TRAIL sens C8: caspase-8 TRAIL sensitization. NB7+C8 cells + TRAIL, ATPlite viability luminescence. inhibition (viability loss, TRAIL sensitization), % at 10 µM. hit rate 1% among 360,000. AID 624354;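 active = compounds causing at least 50% loss of cell viability in the single-dose screen, relative to plate controls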
NCOA1 inh: human NCOA1 inhibition; Q15788; HEK293 GAL4-SRC1 luciferase reporter, luminescence; inhibition, % at 3.6 µM; hit rate 0.12% among 360,000; AID 588354;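 active = inhibition above the campaign mean plus 3 SD, with each screening campaign given its own cutoff, cut at about 60% in these data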;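 also: 0% = DMSO treated cells and 100% = gossypol at 36 µM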
CF NFkB block: inhibitors of cystic fibrosis induced NF-kB. KKLEB NF-kB-GFP reporter, PAF-induced, GFP fluorescence overnight. inhibition, % at 5 µM. hit rate 0.86% among 360,000. AID 588850;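 active = at least 50% inhibition at 5 µM, scaled per plate between neutral and stimulator controls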;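 also: PAF is a Pseudomonas aeruginosa culture filtrate used as stimulus; plate controls were PAF-stimulated DMSO wells for no effect and unstimulated DMSO wells for full effect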
* hit, by the source's call; . = no result given. Only part of the results is shown, so the mix of outcomes need not match the whole.

Start of the data: the first 11 records as a preview:
SMILES | Shn3 inh set2 | TROY NFkB inh | NR5A2 inv ag | TWEAK Fn14 block | SRC3 inh | LMP1 NFkB inh | KKLEB tox | COUP-TFII inh | TRAIL sens C8 | NCOA1 inh | CF NFkB block
COc1ccccc1Oc1coc2cc(O)ccc2c1=O | 11 | 1 | -25 | -2 | 1 | -7 | 15 | -19 | -9 | -1 | -1
Cc1[nH]n(-c2ccccc2)c(=O)c1N=Nc1ccc(F)cc1 | -95 | -39 | 14 | 0 | -5 | -37 | 2 | -5 | -3 | -48 | -12
O=C(OCCCCN1C(=O)c2ccccc2C1=O)c1ccc(Br)o1 | 10 | 1 | 6 | -10 | 2 | 28 | -4 | 9 | 5 | 4 | 3
Cc1ccc(NC(=O)CN2CCC(C(=O)c3ccc(F)cc3)CC2)cc1 | 15 | 16 | -3 | -9 | 6 | -2 | -13 | 3 | -2 | 4 | -8
COc1ccc(C(CC(=O)c2ccc3c(c2)OCO3)C(=O)O)cc1OC (stereo not given) | -22 | 9 | 10 | -5 | -3 | -10 | 0 | 0 | -7 | -16 | 4
Cc1ccc(OCC(=O)Nc2ccc(N3CCOCC3)cc2)cc1 | 10 | -4 | 8 | -18 | 1 | -3 | 14 | 1 | 13 | -16 | -18
O=C1S/C(=C\c2cccs2)C(=O)N1c1ccc(O)cc1 | -66 | -38 | -50 | -33 | -85 | -13 | 3 | -26 | 23 | -69 | -9
CCCNC(=O)C1(C)CCN(C(=O)c2ccc(OC(F)F)cc2)C1 (stereo not given) | 10 | -1 | 6 | 12 | -9 | . | -3 | 0 | -8 | -7 | 6
CCOC(=O)c1sc(NC(=S)NC(=O)c2ccc(OC)cc2)nc1C | -3 | -1 | -4 | -27 | 7 | -2 | -11 | 6 | 1 | -13 | 10
COc1cccc(C(=O)Nc2nnc(-c3ccccc3)s2)c1OC | -91 | -26 | -129 | -5 | -113 | -21 | 6 | -57 | 35 | -102 | 5
CC(C)OC(=O)c1cc2ccccc2oc1=O | 6 | -4 | 9 | -5 | 0 | -3 | 12 | -1 | 2 | -1 | -2

Main list, previewed entries included:
SMILES | Shn3 inh set2 | TROY NFkB inh | NR5A2 inv ag | TWEAK Fn14 block | SRC3 inh | LMP1 NFkB inh | KKLEB tox | COUP-TFII inh | TRAIL sens C8 | NCOA1 inh | CF NFkB block
COc1ccccc1Oc1coc2cc(O)ccc2c1=O | 11 | 1 | -25 | -2 | 1 | -7 | 15 | -19 | -9 | -1 | -1
Cc1[nH]n(-c2ccccc2)c(=O)c1N=Nc1ccc(F)cc1 | -95 | -39 | 14 | 0 | -5 | -37 | 2 | -5 | -3 | -48 | -12
O=C(OCCCCN1C(=O)c2ccccc2C1=O)c1ccc(Br)o1 | 10 | 1 | 6 | -10 | 2 | 28 | -4 | 9 | 5 | 4 | 3
Cc1ccc(NC(=O)CN2CCC(C(=O)c3ccc(F)cc3)CC2)cc1 | 15 | 16 | -3 | -9 | 6 | -2 | -13 | 3 | -2 | 4 | -8
COc1ccc(C(CC(=O)c2ccc3c(c2)OCO3)C(=O)O)cc1OC (stereo not given) | -22 | 9 | 10 | -5 | -3 | -10 | 0 | 0 | -7 | -16 | 4
Cc1ccc(OCC(=O)Nc2ccc(N3CCOCC3)cc2)cc1 | 10 | -4 | 8 | -18 | 1 | -3 | 14 | 1 | 13 | -16 | -18
O=C1S/C(=C\c2cccs2)C(=O)N1c1ccc(O)cc1 | -66 | -38 | -50 | -33 | -85 | -13 | 3 | -26 | 23 | -69 | -9
CCCNC(=O)C1(C)CCN(C(=O)c2ccc(OC(F)F)cc2)C1 (stereo not given) | 10 | -1 | 6 | 12 | -9 | . | -3 | 0 | -8 | -7 | 6
CCOC(=O)c1sc(NC(=S)NC(=O)c2ccc(OC)cc2)nc1C | -3 | -1 | -4 | -27 | 7 | -2 | -11 | 6 | 1 | -13 | 10
COc1cccc(C(=O)Nc2nnc(-c3ccccc3)s2)c1OC | -91 | -26 | -129 | -5 | -113 | -21 | 6 | -57 | 35 | -102 | 5
CC(C)OC(=O)c1cc2ccccc2oc1=O | 6 | -4 | 9 | -5 | 0 | -3 | 12 | -1 | 2 | -1 | -2
CCc1ccccc1N1CC23C=CC(O2)C(C(=O)OCC(C)C)C3C1=O (stereo not given) | -21 | 0 | 16 | -14 | 6 | -3 | -4 | 18 | -16 | 4 | 7
CCOc1ccc(N2C(=O)CC(N(Cc3ccco3)C(=O)CC)C2=O)cc1 (stereo not given) | 12 | 11 | 16 | -12 | 3 | -5 | -9 | 1 | 1 | 10 | -3
O=C(CSc1ccccc1)N1CCCC(N2CCN(c3ccccc3)CC2)C1 (stereo not given) | -2 | 1 | -4 | 17 | -13 | -1 | 0 | -3 | 13 | -2 | 4
O=S(=O)(c1cccc2cccnc12)N1CCN(c2ccc(F)cc2)CC1 | 9 | 3 | -8 | 0 | 7 | -4 | 2 | -6 | -2 | -1 | 0
CC1CCN(C(=O)c2cccc(S(=O)(=O)N3CCN(c4ccccc4)CC3)c2)CC1 | -16 | -2 | 13 | 9 | 1 | 0 | 7 | 9 | 0 | -5 | 16
COc1ccc(C(=O)C2CCCN(C(=O)c3ccc(OC)o3)C2)c(C)c1 (stereo not given) | 6 | -2 | 3 | 6 | 13 | 1 | 12 | 8 | -10 | -27 | -6
CCCC#CCN1CCN(C23CC4CC(CC(C4)C2)C3)CC1 | 12 | -4 | 15 | 4 | -2 | -1 | 8 | 13 | 3 | 19 | 0
CCOC(=O)C1(C)CCCCCN1C(=O)c1ccc(C(F)(F)F)nc1C (stereo not given) | -6 | -7 | -6 | -3 | 10 | . | -4 | -7 | 10 | 0 | 24
CS(=O)(=O)N(CC(=O)Nc1ccccc1Sc1ccccc1)c1ccc(F)cc1 | -21 | . | 3 | 34 | -15 | -1 | 9 | -1 | 2 | -5 | 14
O=C(CN1CCCCC1)NNc1nc(-c2ccccc2)c2cc(Br)ccc2n1 | . | -5 | -3 | 3 | -3 | -1 | 5 | 12 | 22 | -1 | 12
CC(=O)C1(C)N(O)C(C)(C)C(c2cccs2)=[N+]1[O-] (stereo not given) | -5 | 6 | 12 | -2 | 16 | 0 | 0 | 18 | -5 | 3 | 3
O=c1cc(NCC2CCCO2)[nH]c(=O)n1-c1ccc(Cl)cc1 (stereo not given) | -30 | -6 | -7 | -9 | 8 | -9 | 9 | 1 | 15 | 1 | -4
CCCN(CCC)C(=O)C1CCN(c2cc(C)nc3c(-c4ccc(OC)c(OC)c4)c(C)nn23)CC1 | 32 | 7 | -16 | 14 | -19 | -3 | -12 | 0 | -3 | 10 | 14
Cc1cc(C)cc(N(C(=O)CNC(=O)c2cccs2)C(C(=O)NC2CCCC2)c2cccnc2)c1 (stereo not given) | -4 | 1 | -31 | 10 | 17 | 0 | 8 | -4 | -16 | 8 | 13
C[C@H](O)[C@@H]1CN2CCc3c([nH]c4ccccc34)[C@@H]2C[C@@H]1N(C)C(=O)Nc1cccc2ccccc12 | 5 | 28 | 25 | 34 | -4 | . | -12 | 3 | -13 | 3 | 0
CCOC(=O)N1CCC(=NNC(=O)COc2ccc(C#N)cc2)CC1 | 5 | 5 | 5 | -21 | 22 | 1 | 2 | 10 | -4 | 0 | -4
Cc1cccnc1NC(=O)c1ccc(NS(=O)(=O)c2ccc3[nH]c(=O)[nH]c3c2)cc1 | -2 | -4 | 7 | -6 | -3 | 3 | 6 | 12 | 16 | -3 | -18
O=C(NCc1ccncc1)C1COc2ccccc2O1 (stereo not given) | 0 | -35 | 15 | 1 | 1 | 12 | 7 | 10 | 1 | -5 | 1
COc1cc(C2N(c3cccc(Cl)c3)C(=O)C3CCCN32)cc(OC)c1OC (stereo not given) | 2 | 4 | 18 | 2 | 27 | 8 | 8 | -13 | -18 | -6 | 12
Cc1cc(C(F)F)n2ncc(C(=O)NC3CCCCCC3)c2n1 | 10 | 24 | 12 | -18 | 3 | 4 | -4 | -1 | -19 | -3 | 6
COc1ccc(OCCn2c(N)nc3ccccc32)cc1 | 16 | 18 | -1 | -17 | -1 | 1 | 1 | -5 | 1 | -7 | 18
COCCn1c(SCC(=O)NCc2ccccc2)nc2ccccc21 | -3 | -18 | 11 | 15 | -6 | -1 | 2 | -6 | 7 | 9 | -3
COc1cccc(CN2CCNC(=O)C2CC(=O)NCCc2ccccn2)c1 (stereo not given) | -53 | 4 | -14 | -13 | 2 | -1 | -2 | 8 | -1 | 4 | 3
O=C(/C=C/c1cccc(F)c1)NNC(=O)c1ccncc1 | 9 | 7 | 4 | 0 | 24 | 3 | -12 | 11 | 25 | 21 | -10
O=C(CCC(=O)OCc1ccc([N+](=O)[O-])cc1)Nc1ccc(F)cc1 | 14 | 6 | 9 | 1 | 16 | 10 | -7 | 5 | -1 | 4 | 14
N#Cc1ccc(Oc2ccc(-c3cnc4ccccc4n3)cc2)cc1C#N | -1 | 23 | -6 | 10 | 8 | -19 | -48 | -15 | 20 | 13 | 35
CC(C)C[C@H]1COc2cc(N3CCSCC3)ccc2S(=O)(=O)N1 | . | -4 | 20 | -19 | . | . | . | 9 | -3 | . | .
Cc1ccc([N+](=O)[O-])cc1S(=O)(=O)Nc1ccc(-c2ccc(N3CCCC3)nn2)cc1 | -9 | -41 | -27 | -95 | -11 | -7 | 4 | 5 | 8 | -32 | 16
CCOC(=O)N1CCN(CC(=O)Nc2cc(OCC)ccc2OCC)CC1 | 14 | 34 | 10 | -1 | -41 | -2 | -2 | 9 | -6 | -2 | -3
Cn1c(=O)c2c(nc(CN3CCC(C(N)=O)CC3)n2CCCc2ccccc2)n(C)c1=O | -25 | -2 | -13 | -12 | -10 | -5 | -14 | -12 | 4 | -2 | 4
O=S(=O)(N/N=C1\CCCc2ccccc21)c1ccccc1 | -3 | 23 | 29 | 29 | 3 | -1 | -1 | -4 | -15 | -5 | -9
Cc1nc2ccc(NC(=O)c3ccc(S(=O)(=O)N4CCOCC4)cc3)cc2s1 | 10 | 23 | 15 | 12 | -27 | 6 | 13 | 17 | 16 | -1 | -8
N#CCc1ccc(NC(=O)c2ccc(S(=O)(=O)N3CCOCC3)cc2)cc1 | 1 | 8 | -3 | -15 | 38 | -7 | 7 | -8 | -1 | 8 | -20
COCCCn1c(=O)c2sccc2n(Cc2ccccc2C)c1=O | -1 | -1 | -19 | -1 | 19 | 5 | 4 | 14 | -14 | -19 | 15
Cc1cc(C)n(C(=O)CCNC(=O)c2ccccc2Cl)n1 | 8 | . | 4 | 22 | 2 | 3 | 8 | 3 | 4 | -2 | 13
Cc1ccc(-n2c(=O)c(C#N)cc3c(=O)n4ccccc4nc32)cc1 | -3 | -1 | 7 | 1 | -1 | -13 | -4 | 1 | -4 | 8 | -13

Screening results deposited in PubChem by several laboratories.
